Screening data deposited in PubChem BioAssay by Johns Hopkins Ion Channel Center.
TRPC6 act: mouse TRPC6 channel activators, primary screen, cell-based, HEK293, membrane potential dye; B-score at 10 µM; AID 2550, 2010; Short transient receptor potential channel 6 (Mus musculus), Q61143; actives 0.13% (n = 310,000); HEK293-TRPC6 membrane potential dye fluorescence; stronger effect = higher value;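 active means B-score of the integrated fluorescence ratio above library mean plus 3 SD, and starting fluorescence ratio within library mean plus 5 SD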;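 further: higher score means more depolarization so channel activation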
Target sequence (Q61143 whole entry, looked up): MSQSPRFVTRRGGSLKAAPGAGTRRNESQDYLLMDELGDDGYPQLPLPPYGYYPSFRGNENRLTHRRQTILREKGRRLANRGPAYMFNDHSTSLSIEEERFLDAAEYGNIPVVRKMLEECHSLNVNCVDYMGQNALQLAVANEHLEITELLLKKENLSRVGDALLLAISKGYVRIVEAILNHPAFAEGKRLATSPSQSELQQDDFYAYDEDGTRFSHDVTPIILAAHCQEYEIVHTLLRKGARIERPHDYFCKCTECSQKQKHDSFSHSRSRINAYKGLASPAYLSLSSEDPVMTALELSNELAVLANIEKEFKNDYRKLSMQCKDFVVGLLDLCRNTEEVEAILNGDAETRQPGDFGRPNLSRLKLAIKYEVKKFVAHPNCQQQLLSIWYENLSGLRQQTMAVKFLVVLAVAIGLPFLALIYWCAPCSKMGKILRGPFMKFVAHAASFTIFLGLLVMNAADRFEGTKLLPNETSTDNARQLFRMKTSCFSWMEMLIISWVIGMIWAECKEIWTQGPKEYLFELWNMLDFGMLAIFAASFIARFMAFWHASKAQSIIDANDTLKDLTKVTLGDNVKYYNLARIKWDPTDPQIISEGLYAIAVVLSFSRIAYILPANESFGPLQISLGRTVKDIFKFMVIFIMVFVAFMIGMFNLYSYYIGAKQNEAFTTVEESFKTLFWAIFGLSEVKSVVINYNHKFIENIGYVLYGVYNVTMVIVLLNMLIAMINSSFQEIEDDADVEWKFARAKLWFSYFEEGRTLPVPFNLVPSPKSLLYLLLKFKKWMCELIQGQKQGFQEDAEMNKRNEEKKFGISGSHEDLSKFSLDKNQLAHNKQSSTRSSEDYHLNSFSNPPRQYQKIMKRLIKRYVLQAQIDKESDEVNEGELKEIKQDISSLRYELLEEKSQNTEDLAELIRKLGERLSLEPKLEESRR
ANO1 activ: TMEM16A chloride channel activators or potentiators, primary screen, cell-based, HTS; HEK293 TMEM16A/YFP-H148Q/I152L, iodide quench fluorescence; stronger effect = lower value; B-score at 10 µM; actives 0.3% (n = 340,000); AID 623877, 2012;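 active means fluorescence-ratio B-score plate-corrected deviation score at least 3 library SD below zero, with starting fluorescence score within 5 deviations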;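 further: channel opened by trigger with iodide after compound preincubation; score built on the fluorescence ratio of max minus min over baseline; more negative score means more quench and so TMEM16A activation or potentiation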
MrgX1 allo act: positive allosteric modulators of MrgX1, primary screen, HEK293 cells, Fluo-4 calcium flux. FDSS; stronger effect = higher value. B-score at 10 µM. actives 0.63% (n = 310,000). AID 588675, 2011;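 active means plate-corrected calcium response at least 3 library SD above typical, normal starting fluorescence, not activating the receptor alone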;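 further: compound read alongside a low EC10 to EC30 dose of BAM8-22 agonist; peak minus trough fluorescence over baseline measured at the second addition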
TRPC6 inhibitor: mouse TRPC6 channel inhibitors, primary screen, cell-based, HEK293, membrane potential dye | actives 1.1% (n = 310,000) | B-score at 10 µM | AID 2553, 2010 | ACh-evoked depolarization; stronger effect = lower value | Short transient receptor potential channel 6 (Mus musculus), Q61143;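 active means B-score under library mean minus 3 SD, initial fluorescence not abnormally high, positive integrated signal ratio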;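 further: B-score derived from integrated fluorescence ratio over the kinetic read; more negative B-score means stronger inhibition of depolarization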
RGS4 block: RGS4 inhibitors, primary screen, cell-based, HEK293 M3R inducible RGS4, calcium flux; B-score at 10 µM; actives 0.45% (n = 310,000); Fluo-4 calcium flux; stronger effect = higher value; triggered by carbachol at its EC20;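 active means B-score, a plate-corrected calcium signal, over three deviations above library mean, with baseline fluorescence within five deviations of library mean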;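 further: RGS4 expression induced by doxycycline in cells with stable M3 receptor; B-score is computed from the integrated fluorescence ratio over baseline after carbachol; higher B-score means a larger calcium signal and so more RGS4 inhibition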
Target sequence (P49798 whole entry, looked up): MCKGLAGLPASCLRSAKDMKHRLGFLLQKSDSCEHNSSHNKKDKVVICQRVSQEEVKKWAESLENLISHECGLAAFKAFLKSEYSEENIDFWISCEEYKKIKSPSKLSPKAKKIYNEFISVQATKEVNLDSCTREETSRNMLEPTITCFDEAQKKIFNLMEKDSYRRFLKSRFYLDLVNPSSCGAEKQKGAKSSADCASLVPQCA
TRPC4 inh: inhibitors of mouse TRPC4 channel, primary screen, Fluo4 calcium, HEK293 TRPC4beta/mu-opioid cells. Short transient receptor potential channel 4 (Mus musculus), Q9QUQ5. DAMGO-evoked Fluo4 calcium flux; stronger effect = lower value. B-score at 10 µM. actives 0.39% (n = 300,000);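 active means B-score over 3 SD under the library average, no early fluorescence shift, positive overall ratio signal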
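test system = HEK293 cells with stable TRPC4beta plus mu-opioid receptor expression | detection = Fluo4 Ca2+ flux fluorescence | read-out = integrated fluorescence ratio relative to baseline, converted to per-well B score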
ANO1 block: TMEM16A chloride channel inhibitors, primary screen, cell-based, HTS | Anoctamin-1 (Mus musculus), Q8BHY3 | HEK293 TMEM16A/YFP iodide influx fluorescence, ionomycin | normalized B-score (activity score, 25-100; higher = stronger inhibition) at 10 µM | actives 1.2% (n = 310,000) | AID 588511, 2011;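 active means ratio plate-corrected score three or more library SD toward inhibition, starting fluorescence score within five deviations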;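 further: score derived from kinetic fluorescence span divided by baseline fluorescence per well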
MrgX1 agonist: agonists of human MrgX1 receptor, primary screen, HEK293 cells, Fluo-4 calcium flux. Mas-related G-protein coupled receptor member X1 (Homo sapiens), Q96LB2. Fluo-4 calcium fluorescence, agonist mode; stronger effect = higher value. actives 0.44% (n = 310,000). B-score at 10 µM;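 active means calcium response B-score plate-corrected fluorescence ratio at least 3 library SD, with starting fluorescence B-score inside 5 SD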
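System – MrgX1-expressing HEK293 cells · Incubation – cells plated overnight, dye loaded 0.5 h 37 °C, 0.5 h room temperature · Technique – kinetic Fluo-4 NW fluorescence of intracellular calcium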
TRPC4 act: activators of mouse TRPC4 channel, primary screen, Fluo4 calcium, HEK293 TRPC4beta/mu-opioid cells; Fluo4 calcium fluorescence; stronger effect = higher value; B-score at 10 µM; actives 0.49% (n = 310,000); AID 2237, 2010;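 active means B-score above 5 SD of library B-scores, and initial fluorescence ratio not above library mean plus 5 SD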;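 further: positive B-score marks a calcium rise read as TRPC4 activation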
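System: HEK293 cells stably co-expressing mouse TRPC4beta and mu-opioid receptor; Schedule: Fluo4 dye loading 45 min at room temperature, 110 s recording; Detection: Fluo4 fluorescence, kinetic; Evaluation: B-scored integrated calcium fluorescence ratio; Controls: buffer (low) and maximal DAMGO (high).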
TRPC4 potent: positive allosteric modulators of TRPC4, primary screen, cell-based, mouse TRPC4beta, HEK293 mu-opioid, Fluo-4 calcium; DAMGO EC20, Fluo-4 Ca2+ flux; stronger effect = higher value; B-score at 10 µM; actives 0.42% (n = 310,000);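 active means B-score of calcium response area above 5 SD of library B-scores, with initial fluorescence ratio within 5 SD of library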;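 further: B-score of integrated fluorescence ratio over time as area under calcium response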
MrgX1 antag: antagonists of human MrgX1 receptor, primary screen, HEK293 cells, Fluo-4 calcium flux. Mas-related G-protein coupled receptor member X1 (Homo sapiens), Q96LB2. BAM8-22 antagonism; stronger effect = lower value. B-score at 10 µM. actives 1.3% (n = 310,000). AID 588676, 2011;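 active means calcium-response B-score plate-corrected more than 3 library SD below zero, starting fluorescence within 5 deviations, no agonist response on first addition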;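 further: peak minus trough fluorescence over baseline after final BAM8-22 challenge near maximal dose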
Starred values were filed as active, the others as inactive.

COc1cccc(CN2CCN(S(=O)(=O)c3ccc(Br)cc3)CC2)c1 was read as TRPC6 act inactive, ANO1 activ inactive, MrgX1 allo act inactive, TRPC6 inhibitor inactive, RGS4 block inactive, TRPC4 inh inactive, ANO1 block inactive, MrgX1 agonist inactive, TRPC4 act inactive, TRPC4 potent inactive and MrgX1 antag inactive.
CSc1ccc(S(=O)(=O)N2CCC(C(=O)Nc3ccc(NC(C)=O)cc3)CC2)cc1 was read as TRPC6 act inactive, ANO1 activ inactive, MrgX1 allo act inactive, TRPC6 inhibitor inactive, RGS4 block inactive, TRPC4 inh inactive, ANO1 block inactive, MrgX1 agonist inactive, TRPC4 act inactive, TRPC4 potent inactive and MrgX1 antag inactive.
For CC(=O)Nc1c(-c2ccccc2)nc2ccc(Cl)cn12 the results were TRPC6 act inactive, ANO1 activ inactive, MrgX1 allo act inactive, TRPC6 inhibitor inactive, RGS4 block inactive, TRPC4 inh inactive, ANO1 block inactive, MrgX1 agonist inactive, TRPC4 act inactive, TRPC4 potent inactive and MrgX1 antag inactive.
`Cn1ccc(C(=O)N/N=C/c2cccnc2)n1` gave TRPC6 act inactive, ANO1 activ inactive, MrgX1 allo act inactive, TRPC6 inhibitor inactive, RGS4 block inactive, TRPC4 inh inactive, ANO1 block inactive, MrgX1 agonist inactive, TRPC4 act inactive, TRPC4 potent inactive and MrgX1 antag inactive.
COc1ccc(C(=O)Nc2cc3c(cc2C#N)OCO3)cc1S(=O)(=O)NCc1ccco1 was read as TRPC6 act inactive, ANO1 activ inactive, MrgX1 allo act inactive, TRPC6 inhibitor inactive, RGS4 block inactive, TRPC4 inh inactive, ANO1 block inactive, MrgX1 agonist inactive, TRPC4 act inactive, TRPC4 potent inactive and MrgX1 antag inactive.
`Cc1cccc(N(C)c2cc(C)nc3nc(C)nn23)c1` gave TRPC6 act inactive, ANO1 activ inactive, MrgX1 allo act inactive, TRPC6 inhibitor inactive, RGS4 block inactive, TRPC4 inh inactive, ANO1 block inactive, MrgX1 agonist inactive, TRPC4 act inactive, TRPC4 potent inactive and MrgX1 antag inactive.
`CC(=O)c1c(C)nc(-c2ccc(Cl)cc2Cl)n1O` gave TRPC6 act inactive, ANO1 activ inactive, MrgX1 allo act inactive, TRPC6 inhibitor inactive, RGS4 block inactive, TRPC4 inh inactive, ANO1 block inactive, MrgX1 agonist inactive, TRPC4 act inactive, TRPC4 potent inactive and MrgX1 antag inactive.
CC(C)CN(C(=O)COC(=O)C12CC3CC(CC(Cl)(C3)C1)C2)c1c(N)n(Cc2ccccc2)c(=O)[nH]c1=O was read as TRPC6 act inactive, ANO1 activ inactive, MrgX1 allo act inactive, TRPC6 inhibitor inactive, RGS4 block inactive, TRPC4 inh inactive, ANO1 block inactive, MrgX1 agonist inactive, TRPC4 act inactive, TRPC4 potent inactive and MrgX1 antag inactive.
Screening Cc1cccc(NS(=O)(=O)c2cccc(C(=O)N3CCN(S(=O)(=O)c4ccccc4)CC3)c2)c1 returned TRPC6 act 13*, ANO1 activ inactive, MrgX1 allo act inactive, TRPC6 inhibitor -13*, RGS4 block inactive, TRPC4 inh inactive, ANO1 block inactive, MrgX1 agonist inactive, TRPC4 act inactive, TRPC4 potent inactive and MrgX1 antag inactive.
COC(=O)NNC(=O)C12CC3CC(CC(C3)C1)C2 was read as TRPC6 act inactive, ANO1 activ inactive, MrgX1 allo act inactive, TRPC6 inhibitor inactive, RGS4 block inactive, TRPC4 inh inactive, ANO1 block inactive, MrgX1 agonist inactive, TRPC4 act inactive, TRPC4 potent inactive and MrgX1 antag inactive.
C=CCn1c(SCc2ccc(Cl)cc2)nc2cc(C(=O)N3CCC(C(N)=O)CC3)ccc2c1=O was read as TRPC6 act inactive, ANO1 activ inactive, MrgX1 allo act inactive, TRPC6 inhibitor inactive, RGS4 block inactive, TRPC4 inh inactive, ANO1 block inactive, MrgX1 agonist inactive, TRPC4 act inactive, TRPC4 potent inactive and MrgX1 antag inactive.
For CC(C)N(C(=S)Nc1cc(S(=O)(=O)N2CCOCC2)ccc1Cl)c1ccccc1 the results were TRPC6 act inactive, ANO1 activ inactive, MrgX1 allo act inactive, TRPC6 inhibitor inactive, RGS4 block inactive, TRPC4 inh inactive, ANO1 block inactive, MrgX1 agonist inactive, TRPC4 act inactive, TRPC4 potent inactive and MrgX1 antag inactive.
For COC(=O)Cn1nnc(-c2cccc(OC)c2)n1 the results were TRPC6 act inactive, ANO1 activ inactive, MrgX1 allo act inactive, TRPC6 inhibitor inactive, RGS4 block inactive, TRPC4 inh inactive, ANO1 block inactive, MrgX1 agonist inactive, TRPC4 act inactive, TRPC4 potent inactive and MrgX1 antag inactive.
`Cc1[nH]ccc(=O)c1OCC(=O)O` gave TRPC6 act inactive, ANO1 activ inactive, MrgX1 allo act inactive, TRPC6 inhibitor inactive, RGS4 block inactive, TRPC4 inh inactive, ANO1 block inactive, MrgX1 agonist inactive, TRPC4 act inactive, TRPC4 potent inactive and MrgX1 antag inactive.
Screening Cc1ccc2c(C)c(C(=O)N3CCN(Cc4ccccn4)CC3)oc2c1C returned TRPC6 act inactive, ANO1 activ inactive, MrgX1 allo act inactive, TRPC6 inhibitor inactive, RGS4 block inactive, TRPC4 inh inactive, ANO1 block inactive, MrgX1 agonist inactive, TRPC4 act inactive, TRPC4 potent inactive and MrgX1 antag inactive.
For COCCn1c(SCC(=O)Nc2cc(C)nn2-c2ccccc2)nnc1-c1ccncc1 the results were TRPC6 act inactive, ANO1 activ inactive, MrgX1 allo act inactive, TRPC6 inhibitor inactive, RGS4 block inactive, TRPC4 inh inactive, ANO1 block inactive, MrgX1 agonist inactive, TRPC4 act inactive, TRPC4 potent inactive and MrgX1 antag inactive.
`COc1ccc(C(=O)NNC(=O)CCCCC(=O)NNC(=O)c2ccc(OC)cc2)cc1` gave TRPC6 act inactive, ANO1 activ inactive, MrgX1 allo act inactive, TRPC6 inhibitor inactive, RGS4 block inactive, TRPC4 inh inactive, ANO1 block inactive, MrgX1 agonist inactive, TRPC4 act inactive, TRPC4 potent inactive and MrgX1 antag inactive.
Screening O=C(NC(Cc1c[nH]c2ccccc12)C(=O)NCc1ccc(F)cc1)OCc1ccccc1 (configuration not stated) returned TRPC6 act inactive, ANO1 activ inactive, MrgX1 allo act inactive, TRPC6 inhibitor inactive, RGS4 block inactive, TRPC4 inh inactive, ANO1 block inactive, MrgX1 agonist inactive, TRPC4 act inactive, TRPC4 potent inactive and MrgX1 antag inactive.
For Cc1ccccc1CS(=O)(=O)CC1(O)CCN(C(=O)c2cccc(C(F)(F)F)c2)CC1 the results were TRPC6 act inactive, ANO1 activ inactive, MrgX1 allo act inactive, TRPC6 inhibitor inactive, RGS4 block inactive, TRPC4 inh inactive, ANO1 block inactive, MrgX1 agonist inactive, TRPC4 act inactive, TRPC4 potent inactive and MrgX1 antag inactive.
Screening O=C(c1cc(F)ccc1F)C1CCCN(Cc2cccn2-c2ccccn2)C1 (configuration not stated) returned TRPC6 act inactive, ANO1 activ inactive, MrgX1 allo act inactive, TRPC6 inhibitor inactive, RGS4 block inactive, TRPC4 inh inactive, ANO1 block inactive, MrgX1 agonist inactive, TRPC4 act inactive, TRPC4 potent inactive and MrgX1 antag inactive.
Screening CC(=O)c1ccc(NC(=S)N2CCN(CCO)CC2)cc1 returned TRPC6 act inactive, ANO1 activ inactive, MrgX1 allo act inactive, TRPC6 inhibitor inactive, RGS4 block inactive, TRPC4 inh inactive, ANO1 block inactive, MrgX1 agonist inactive, TRPC4 act inactive, TRPC4 potent inactive and MrgX1 antag inactive.
Screening Cc1c(/C=N/NC(=O)c2cc(C(C)(C)C)[nH]n2)c2ccccc2n1C returned TRPC6 act inactive, ANO1 activ inactive, MrgX1 allo act inactive, TRPC6 inhibitor inactive, RGS4 block inactive, TRPC4 inh inactive, ANO1 block inactive, MrgX1 agonist inactive, TRPC4 act inactive, TRPC4 potent inactive and MrgX1 antag inactive.
For COc1ccc(CCNC(=O)CSC2=Nc3ccccc3C3=NC(C(C)C)C(=O)N23)cc1OC (configuration not stated) the results were TRPC6 act inactive, ANO1 activ inactive, MrgX1 allo act inactive, TRPC6 inhibitor inactive, RGS4 block inactive, TRPC4 inh inactive, ANO1 block inactive, MrgX1 agonist inactive, TRPC4 act inactive, TRPC4 potent inactive and MrgX1 antag inactive.
O=C(CSc1n[nH]c(=O)n1-c1cccnc1)Nc1ccccc1Cl was read as TRPC6 act inactive, ANO1 activ inactive, MrgX1 allo act inactive, TRPC6 inhibitor inactive, RGS4 block inactive, TRPC4 inh inactive, ANO1 block inactive, MrgX1 agonist inactive, TRPC4 act inactive, TRPC4 potent inactive and MrgX1 antag inactive.
`CC(C)NC(=O)c1noc2cc([N+](=O)[O-])ccc12` gave TRPC6 act inactive, ANO1 activ inactive, MrgX1 allo act inactive, TRPC6 inhibitor inactive, RGS4 block inactive, TRPC4 inh inactive, ANO1 block inactive, MrgX1 agonist inactive, TRPC4 act inactive, TRPC4 potent inactive and MrgX1 antag inactive.
O=C(COc1ccc(S(=O)(=O)Nc2ccccc2)cc1)N1CCOCC1 was read as TRPC6 act inactive, ANO1 activ inactive, MrgX1 allo act inactive, TRPC6 inhibitor inactive, RGS4 block inactive, TRPC4 inh inactive, ANO1 block inactive, MrgX1 agonist inactive, TRPC4 act inactive, TRPC4 potent inactive and MrgX1 antag inactive.
CCOc1cc(C2NC(=O)CCC2[N+](=O)[O-])cc(Br)c1OC (configuration not stated) was read as TRPC6 act inactive, ANO1 activ inactive, MrgX1 allo act inactive, TRPC6 inhibitor inactive, RGS4 block inactive, TRPC4 inh inactive, ANO1 block inactive, MrgX1 agonist inactive, TRPC4 act inactive, TRPC4 potent inactive and MrgX1 antag inactive.
